Screening data from PubChem.
KOR beta-arrestin-1 – KOR agonists, beta-arrestin recruitment, primary screen, cell-based, luminescence, uHTS (AID 1777); KOR beta-arrestin recruitment, luminescence; higher % means a stronger effect; actives 0.02% (n = 280,000); activation, % at 10 µM; hits with a dose series show EC50 in µM; in the data active means activation above about 50%, passing the limit was not always enough; further: a part of the inactive calls stands beside numbers as strong as those of hits
LYP inhibition – inhibitors of LYP phosphatase, biochemical, fluorescence intensity, uHTS (AID 1779); inhibition, % at 11.5 µM, or IC50 in µM where a hit was titrated; recombinant LYP phosphatase, fluorescence intensity; higher % means a stronger effect; actives 0.054% (n = 290,000);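 further: plate controls were vehicle with enzyme for no effect and no enzyme for full effect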
KOR beta-arrestin-2 – kappa opioid receptor blockers – cell-based, luminescence, uHTS (AID 1778). KOR beta-arrestin recruitment, luminescence, antagonist mode; higher % means a stronger effect. actives 0.091% (n = 290,000). inhibition, % at 10 µM, or IC50 in µM where a hit was titrated; further: strong numbers were not always called active
Myeloid diff 2 – promotes myeloid progenitor differentiation; ER-HoxA9 myeloid progenitors, lysozyme-GFP differentiation, flow cytometry; calls only at 10 µM; actives 1% (n = 360,000);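 active means normalized GFP-positive differentiation at or above the plate's own cutoff, the solvent-only control mean plus 3 SD; inconclusive means no clear call, values can overlap the other calls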;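 further: cells exposed to compound for four days before flow analysis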
NOD1 inhibition – inhibition of NOD1-driven NF-kB reporter – cell-based, luminescence, uHTS, primary screen (AID 1578); inhibition, % at 4 µM; hits with a dose series show EC50 in µM; actives 1% (n = 290,000); NOD1-driven NF-kB luciferase reporter cells, luminescence; higher % means a stronger effect; in the data active means inhibition mostly above about 36%, no sharp cut-off; inactive means mostly below about 34%;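 further: HEK-293T reporter cells stimulated with the NOD1 agonist gamma-tri-DAP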
PhoP inhibition – inhibitors of PhoP regulon expression, primary screen, Salmonella Typhimurium, GFP reporter (AID 1863) | S. Typhimurium PhoP-regulated promoter GFP reporter, 4 h; higher % means a stronger effect | actives 0.16% (n = 300,000) | inhibition, % at 50 µM; hits with a dose series show IC50 in µM;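 active means inhibition over 29.93%, a cutoff 3 SD above the screen mean, later confirmed by dose response; inconclusive means inhibition over 29.93% but no dose response follow-up; inactive means inhibition at most 29.93% or unconfirmed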;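 further: 0% = low Mg2+ inducing control and 100% = high Mg2+ repressing control; strong numbers were not always called active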
HIV fusion peptide – cell-free HIV fusion peptide-binding blockers – biochemical, uHTS, fluorescence dequenching, primary screen (AID 1986); cell-free peptide binding, fluorescence dequenching, 30 min; higher % means a stronger effect; inhibition, % at 20 µM; hits with a dose series show IC50 in µM; actives 0.3% (n = 290,000); in the data active means inhibition mostly above about 52%, no sharp cut-off; inactive means mostly below about 76%; further: some results filed as inactive read as strong as hits
NOD2 inhibition – NOD2 signaling inhibitors, cell-based, luminescence, uHTS, HEK293 (AID 1566). HEK293 NOD2/NF-kB luciferase reporter, luminescence; higher % means a stronger effect. one-dose inhibition, % at 4 µM; EC50 in µM for titrated hits. actives 0.63% (n = 290,000); further: many of its hits are not listed in these tables
SIAH1 antagonists – Siah-1 peptide-binding antagonists, primary screen, biochemical, fluorescence polarization, rhodamine-plectin, uHTS (AID 1817) | Siah-1 / rhodamine-plectin peptide fluorescence polarization; higher % means a stronger effect | displacement, % at 20 µM; hits with a dose series show IC50 in µM | actives 0.02% (n = 290,000);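 active means displacement of at least 50% at 20 µM, with a fluorescence ratio check between 0.3 and a set limit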;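 further: plate controls were Siah plus tracer with DMSO for no effect and tracer alone without Siah for full effect; strong numbers were not always called active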
Myeloid diff 2 GFP+ MAC1+ % – further read-out of Myeloid diff 2, marked with its call; GFP+ MAC1+ double positive, %; measured here: differentiation confirmed by MAC1 staining
* hit, by the source's call; i = inactive; ? = inconclusive; · = no result given; + = active, no number; [ ] = another dose, or the depositor's remark. Unless noted, no stated cut-off is given here; in the data, active means inhibition above about 50%; inactive means the rest. Not all compounds are listed; rates above refer to the full screens.

Value order – KOR beta-arrestin-1 | LYP inhibition | KOR beta-arrestin-2 | Myeloid diff 2 | Myeloid diff 2 GFP+ MAC1+ % | NOD1 inhibition | PhoP inhibition | HIV fusion peptide | NOD2 inhibition | SIAH1 antagonists
CC(=O)c1ccc(OCC(O)CN2CCN(S(=O)(=O)c3c(C)cc(C)cc3C)CC2)cc1 (stereo not given)
 : -1.5% | -4% | 4% | i | 0.4 | -2% | 4% | 1.5% | -6% | 6%
COc1ccc(-c2c(-c3ccc(OCC(=O)NN)cc3O)n[nH]c2C(F)(F)F)cc1
 : -3.0% | -1% | 11% | i | 0.0 | -41% | -5% | 5.5% | -22% | 2%
CCOc1cc(/C=C(/NC(C)=O)C(=O)O)cc(Cl)c1OCc1ccc(Br)cc1
 : 0.4% | 1% | 7% | i | 0.3 | -2% | 1% | 16% | 7% | -1%
Cc1c(Cl)ccc2sc(NC(=O)CN3C(=O)c4ccccc4C3=O)nc12
 : 1.1% | 0% | -32% | i | 2.4 | -20% | -8% | -1.6% | 15% | 0%
O=C(CSc1n[nH]c(-c2ccccc2)n1)NC(=O)NCc1ccco1
 : -2.3% | -2% | -12% | i | 10 | -20% | -7% | -1.2% | 12% | -2%
Cc1cccc(NC(=O)CCC(=O)N/N=C/c2ccncc2)c1
 : 6.5% | -6% | 0% | i | 1.2 | 7% | -1% | 2.2% | 20% | 10%
COc1ccccc1CNC(=O)c1nn(-c2ccc(C)cc2)c(=O)c2c1c1ccccc1n2C
 : 1.6% | -7% | -26% | i | 1.1 | -24% | 9% | -0.8% | 12% | -6%
CCOc1ccc(C2C3=C(CC(C)(C)CC3=O)N(CC(=O)O)C3=C2C(=O)CC(C)(C)C3)cc1OCC
 : 0.8% | -7% | 8% | i | 0.6 | -14% | 2% | -0.4% | 9% | 2%
CCOc1ccc(-c2cc(C(=O)N3CCN(c4ccccn4)CC3)c3ccccc3n2)cc1
 : 6.2% | 11% | -2% | ? | · | -28% | 7% | 1.5% | -94% | 4%
Oc1ccc(N=Nc2cccc(Cl)c2)cc1C=Nc1ccc(N2CCOCC2)cc1
 : -7.0% | 2% | 37% | i | 0.0 | -39% | -2% | 25% | 30% | 6%
CCOC(=O)c1cccc(C(=O)Oc2ccccc2)n1
 : -8.6% | -6% | 39% | i | 0.9 | -17% | 1% | -0.7% | 2% | 4%
COc1ccc(N2CCN(S(=O)(=O)c3cn(C)cn3)CC2)cc1
 : -0.8% | -15% | -27% | i | 1.6 | 15% | -6% | 0.2% | 3% | 9%
O=C([C@H](Cc1ccc(O)cc1)n1cc(CCO)nn1)N1CCNCC1
 : -0.6% | -1% | -16% | i | 1.7 | -30% | -6% | 1.5% | 3% | 8%
OC(c1ccccn1)C1CCN(Cc2nc(C(c3ccccc3)c3ccccc3)no2)CC1 (stereo not given)
 : 4.4% | -1% | -18% | i | 0.0 | -53% | -5% | 0.1% | -8% | -1%
Cc1nc(CN2CCN(Cc3nc(C(c4ccccc4)c4ccccc4)no3)CC2)cs1
 : -4.3% | -6% | -13% | i | 0.1 | -31% | -5% | -0.9% | 6% | 3%

Other results.
Value order – KOR beta-arrestin-1 | LYP inhibition | KOR beta-arrestin-2 | Myeloid diff 2 | Myeloid diff 2 GFP+ MAC1+ % | NOD1 inhibition | PhoP inhibition | HIV fusion peptide | NOD2 inhibition | SIAH1 antagonists
COC(=O)c1sccc1NC(=O)Nc1ccccc1C
 : 1.8% | -6% | 2% | i | 0.9 | -27% | -1% | -1.0% | -9% | 3%
COc1ccc(S(=O)(=O)N(CC(=O)NC2CC2)C2CCCCC2)cc1Cl
 : 2.6% | -3% | -17% | i | 6.5 | 13% | -3% | -2.5% | 4% | -3%
CC(C)n1c(CN2CCN(C(=O)c3ccco3)CC2)nc2c1c(=O)n(C)c(=O)n2C
 : 2.0% | -6% | 6% | i | 0.0 | -9% | -1% | 1.6% | 11% | 2%
COc1ccc(C2C(C#N)=C(N)Nc3onc(C(C)(C)C)c32)c(OC)c1 (stereo not given)
 : -2.2% | 1% | 20% | i | 0.3 | -15% | 7% | 52% | -5% | 7%
COC(=O)C1(S(=O)(=O)c2cc(Br)cc3c2N(C(C)=O)CC3)CC1
 : 13% | -9% | -17% | i | 1.5 | 0% | -4% | 2.2% | 1% | 6%
O=C(CN1CCN(c2ccc(O)cc2)CC1)NC(c1ccccc1)c1ccccc1
 : 12% | 7% | -6% | i | 0.5 | 9% | 0% | 9.1% | -59% | 2%
COc1ccc(N2CCN(CC(=O)Nc3ccc(C)c(C)c3)CC2)cc1
 : 3.5% | -9% | -24%[20 µM] | i | 0.7 | 17% | -7% | 1.7% | 20% | 4%
COc1ccc(OC)c(C2C(C#N)=C(N)Oc3cc(C)n(Cc4ccccn4)c(=O)c32)c1 (stereo not given)
 : 6.1% | 0% | -14% | i | 1.0 | -3% | -3% | -2.7% | 0% | -2%
CCN(CC)C(=O)CSc1nc2ccccc2c(=O)n1OC
 : -6.0% | 4% | -8% | i | 1.1 | -5% | -7% | 0.3% | 11% | 0%
CSCCC(C(=O)O)N1C(=O)c2ccc(C(=O)O)cc2C1=O (stereo not given)
 : 4.4% | -1% | -33% | i | 0.7 | -9% | -5% | 2.8% | -15% | -2%
CC(C)CC(NC(N)=O)C(=O)Nc1cccc([N+](=O)[O-])c1 (stereo not given)
 : -2.5% | -6% | -15% | i | 0.3 | -14% | 1% | -0.2% | 0% | -3%
OC(CN1CCN(c2ncc(C(F)(F)F)cc2Cl)CC1)c1ccccc1 (stereo not given)
 : -4.2% | -2% | 6% | i | 0.5 | -8% | -2% | 0.5% | -12% | 4%
Cc1ccc(F)cc1NC(=O)Cc1nn(C)c(=O)c2ccccc12
 : 4.2% | -3% | -15% | i | 1.3 | 43% | -1% | -1.9% | 35% | -1%
Cc1ccc(/C=C2\SC(=S)N(CCCC(=O)N3CCOCC3)C2=O)cc1
 : 5.1% | -2% | -24% | + | · | 14% | 2% | -2.3% | 12% | -4%
COc1ccccc1NC(=O)CN1CCN(c2ccc(Cl)cc2)CC1
 : -0.5% | -2% | 6% | i | 0.8 | 7% | 2% | -2.6% | 21% | -1%

Following part:
Value order – KOR beta-arrestin-1 | LYP inhibition | KOR beta-arrestin-2 | Myeloid diff 2 | Myeloid diff 2 GFP+ MAC1+ % | NOD1 inhibition | PhoP inhibition | HIV fusion peptide | NOD2 inhibition | SIAH1 antagonists
COc1ccc(-c2noc(CCC(=O)Nc3cc(OC)ccc3OC)n2)cc1
 : 3.6% | -7% | -44% | i | 0.8 | -5% | 1% | -0.3% | 0% | -2%
CN1C(=O)c2ccc(C(=O)Nc3ccc(Br)cn3)cc2C1=O
 : 2.6% | -7% | -21% | i | 2.8 | -24% | -4% | 0.9% | -1% | 2%
CCC(=O)Nc1cc(C(=O)O)ccc1Sc1ccc(C)cc1
 : 8.4% | -4% | -5% | i | 0.1 | -23% | -5% | 1.3% | 4% | -5%
O=C(NC(=S)N1CCCCC1)c1cccnc1
 : 2.7% | -1% | -34% | i | 0.6 | -35% | 6% | 4.0% | 11% | 3%
Cc1cc(C(=O)Nc2ccc(S(=O)(=O)Nc3onc(C)c3C)cc2)cs1
 : 1.9% | -5% | -16% | i | 6.0 | -5% | -7% | 2.9% | 6% | -1%
Cc1ccc2cc(C#N)c(SCC(=O)N3CCCc4ccccc43)nc2c1
 : 8.6% | -4% | -29% | i | 1.4 | 30% | 0% | -1.9% | 4% | 0%
O=C(CSc1nnc(-c2ccc(F)cc2)c2ccccc12)Nc1cccc(Cl)c1
 : -3.4% | 0% | -13% | i | 0.8 | 16% | -11% | -0.1% | 20% | -1%
Cc1cc(NC(=O)c2ccc(Cl)cc2)no1
 : 0.0% | -4% | -12% | i | 2.8 | -33% | -6% | 1.1% | -63% | 16%
CCc1nnc(NC(=O)Cn2nnc(-c3ccccc3F)n2)s1
 : -1.1% | -10% | 11% | i | 1.4 | -10% | -9% | 0.8% | 3% | 0%
Cc1ccc(S(=O)(=O)/N=C/c2ccco2)cc1
 : -4.1% | -5% | -8% | i | 1.0 | -21% | 3% | -2.7% | 13% | -3%
COC(=O)CSc1nc2c(c(-c3ccco3)c1C#N)CCCC2
 : -4.0% | 6% | 32% | i | 0.5 | 0% | 5% | -0.9% | 2% | -4%
N=C1C(c2ccccc2)=C(O)CN1NC(=O)c1ccccc1
 : 5.7% | -2% | 2% | + | 10* | -8% | 1% | 2.5% | 7% | 8%
CCS(=O)(=O)c1nc(S(=O)(=O)c2ccc(C)cc2)c(NCc2ccccn2)s1
 : 4.2% | 2% | -32% | i | 0.6 | -12% | -4% | -0.2% | 4% | 1%
CCCOc1ncnc2c1[nH]c1ccc(C)cc12
 : 5.0% | -2% | -26% | · | · | -6% | 0% | 1.3% | 27% | 13%
CCOC(=O)CNc1nc(Cl)nc(Nc2ccc(C)cc2)n1
 : -3.5% | -7% | 19% | i | 0.6 | 9% | 0% | -0.2% | 13% | -2%
COc1ccc(CCN2CC34C=CC(O3)C(C(=O)NCc3ccccc3Cl)C4C2=O)cc1OC (stereo not given)
 : 2.8% | -7% | 32% | i | 0.8 | -20% | -2% | -0.3% | -4% | 2%

Molecules from the list above that contain a Cl atom (10):
Value order – KOR beta-arrestin-1 | LYP inhibition | KOR beta-arrestin-2 | Myeloid diff 2 | Myeloid diff 2 GFP+ MAC1+ % | NOD1 inhibition | PhoP inhibition | HIV fusion peptide | NOD2 inhibition | SIAH1 antagonists
CCOc1cc(/C=C(/NC(C)=O)C(=O)O)cc(Cl)c1OCc1ccc(Br)cc1
 : 0.4% | 1% | 7% | i | 0.3 | -2% | 1% | 16% | 7% | -1%
Cc1c(Cl)ccc2sc(NC(=O)CN3C(=O)c4ccccc4C3=O)nc12
 : 1.1% | 0% | -32% | i | 2.4 | -20% | -8% | -1.6% | 15% | 0%
Oc1ccc(N=Nc2cccc(Cl)c2)cc1C=Nc1ccc(N2CCOCC2)cc1
 : -7.0% | 2% | 37% | i | 0.0 | -39% | -2% | 25% | 30% | 6%
COc1ccc(S(=O)(=O)N(CC(=O)NC2CC2)C2CCCCC2)cc1Cl
 : 2.6% | -3% | -17% | i | 6.5 | 13% | -3% | -2.5% | 4% | -3%
OC(CN1CCN(c2ncc(C(F)(F)F)cc2Cl)CC1)c1ccccc1 (stereo not given)
 : -4.2% | -2% | 6% | i | 0.5 | -8% | -2% | 0.5% | -12% | 4%
COc1ccccc1NC(=O)CN1CCN(c2ccc(Cl)cc2)CC1
 : -0.5% | -2% | 6% | i | 0.8 | 7% | 2% | -2.6% | 21% | -1%
O=C(CSc1nnc(-c2ccc(F)cc2)c2ccccc12)Nc1cccc(Cl)c1
 : -3.4% | 0% | -13% | i | 0.8 | 16% | -11% | -0.1% | 20% | -1%
Cc1cc(NC(=O)c2ccc(Cl)cc2)no1
 : 0.0% | -4% | -12% | i | 2.8 | -33% | -6% | 1.1% | -63% | 16%
CCOC(=O)CNc1nc(Cl)nc(Nc2ccc(C)cc2)n1
 : -3.5% | -7% | 19% | i | 0.6 | 9% | 0% | -0.2% | 13% | -2%
COc1ccc(CCN2CC34C=CC(O3)C(C(=O)NCc3ccccc3Cl)C4C2=O)cc1OC (stereo not given)
 : 2.8% | -7% | 32% | i | 0.8 | -20% | -2% | -0.3% | -4% | 2%
